Source: PubChem (Sanford-Burnham Center for Chemical Genomics)
tim23-1 inh: inhibits growth of tim23-1 mutant yeast; S. cerevisiae tim23-1 growth, BacTiter-Glo luminescence, 24 h; inhibition, % at 20 µM; 330,000 compounds, 1.3% hits; AID 463212;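 active means growth inhibition of the mutant yeast at or above 50%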;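 further: temperature-sensitive mutant grown at 25 °C; plate controls were DMSO-treated mutant yeast for no effect and medium wells lacking yeast for full effect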
APJ agonist: APJ receptor agonism; P35414; CHO-K1 APJ PathHunter beta-arrestin, luminescence; 0% DMSO wells, 100% apelin; activation, % at 20 µM; 330,000 compounds, 0.11% hits; AID 2520;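 active means activation more than six SD over the plate average, tested at 20 µM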;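 further: 0% = DMSO alone and 100% = apelin-13 at 10 nM; some results filed as inactive read as strong as hits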
Target sequence (P35414 whole entry, looked up): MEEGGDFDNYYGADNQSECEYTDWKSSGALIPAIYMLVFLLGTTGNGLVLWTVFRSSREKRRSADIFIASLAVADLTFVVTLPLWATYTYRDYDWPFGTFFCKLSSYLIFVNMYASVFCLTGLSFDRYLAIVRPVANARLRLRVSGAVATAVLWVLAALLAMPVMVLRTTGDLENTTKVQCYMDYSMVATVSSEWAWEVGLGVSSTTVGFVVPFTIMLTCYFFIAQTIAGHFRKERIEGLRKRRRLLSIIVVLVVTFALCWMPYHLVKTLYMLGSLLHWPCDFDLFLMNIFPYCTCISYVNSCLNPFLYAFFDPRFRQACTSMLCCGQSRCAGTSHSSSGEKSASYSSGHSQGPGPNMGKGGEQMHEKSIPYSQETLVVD
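Assay system: CHO-K1 cells stably expressing ProLink-tagged human APJ and arrestin–beta-gal acceptor. Compound dosing: 20 µM single point, 1% DMSO. Times: 16-18 h seeding, 90 min dark compound exposure, 60 min detection. Detection: beta-gal luminescence. Evaluation: APJ–arrestin association signal. Controls: negative DMSO alone, positive Apelin-13 at 10 nM.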
TIM10 inh: TIM10 yeast growth inhibition. S. cerevisiae TIM10 strain growth, BacTiter-Glo luminescence, 24 h. inhibition, % at 10 µM. 330,000 compounds, 1.4% hits;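 active means inhibition of 40% or more at the single tested concentration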;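 further: wild-type TIM10 isogenic control strain grown at permissive 25 °C; 0% = DMSO yeast wells and 100% = minimal medium wells without yeast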
NLRP3 yeast inh: inhibitors of NALP3 inflammasome in yeast; 330,000 compounds, 0.39% hits; inhibition, % at 10 µM; Yeast reconstituted NLRP3/ASC/caspase-1, beta-gal luminescence, 24 h;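 active means inhibition of 50% or more; inactive means inhibition below 50%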;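 further: plate controls were induced DMSO wells for no effect and uninduced yeast grown without galactose for full effect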
UPR XBP1 act: activators of adaptive arm of unfolded protein response (XBP1) | CHO-XBP1 luciferase reporter, IRE1-XBP1 UPR activation, luminescence; percent of tunicamycin response, DMSO as zero | activation, % at 20 µM | 330,000 compounds, 0.33% hits;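 active means versus positive control, 20 µM dose yields 30% or more activation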;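 further: 100% = tunicamycin at 10 µg/mL and 0% = DMSO only wells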
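Signal: luciferase luminescence; Assay system: CHO-XBP1 luciferase reporter cells; Amount: one thousand reporter cells per well; Dosing: 20 µM single concentration, DMSO 1%; Benchmarks: high control tunicamycin 10 µg/mL final, low control DMSO vehicle only; Schedule: 6 h compound exposure at 37 °C, 5% CO2; Evaluation: percent activation relative to tunicamycin reference.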
NR3A LBD binder: NR3A (human) ligand-binding domain modulation; NR3A LBD differential scanning fluorimetry, Tm shift; 0% = protein alone, 100% = glycine-bound protein; Tm shift relative to glycine control, % at 25 µM; 340,000 compounds, 2.5% hits;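 active means melting temperature shift of at least 10% of the positive control shift, at one fixed dose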
Mdm2 MdmX PPI: human Mdm2/MdmX binding inhibition. SaOS-2 split-luciferase Mdm2/MdmX complementation, luminescence. inhibition, % at 8 µM. 330,000 compounds, 3% hits;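 active means inhibition of at least 50% at 8 µM in the primary screen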
tim10-1 inh: inhibits growth of tim10-1 mutant yeast. S. cerevisiae tim10-1 ts strain growth, BacTiter-Glo, 24 h. inhibition, % at 20 µM. 330,000 compounds, 2.2% hits. AID 463190;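 active means inhibition of at least 40%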;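 further: mutant grown at 25 °C; 0% = DMSO wells with yeast and 100% = wells holding no yeast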
CHOP UPR activ: activators of apoptotic arm of unfolded protein response (CHOP) | activation, % at 10 µM | AID 449763 | CHO-CHOP luciferase reporter, UPR activation, luminescence; percent of tunicamycin response over DMSO baseline | 330,000 compounds, 0.34% hits;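 active means at 10 µM dose, activation of 40% or more, normalized to positive control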;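 further: 100% = tunicamycin at 10 µg/mL and 0% = DMSO alone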
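System: CHO-CHOP luciferase reporter cell line; amount: 500 cells/well; buffer or medium: F12 medium containing 10% fetal bovine serum; incubation: 6 h compound exposure at 37 °C after overnight seeding; measured by: luciferase luminescence after 10 min with Steady-Glo reagent; evaluation: % reporter activation, DMSO baseline versus tunicamycin full activation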
Starred values were filed as active, the others as inactive; · = not tested or not shown.

SMILES	tim23-1 inh	APJ agonist	TIM10 inh	NLRP3 yeast inh	UPR XBP1 act	NR3A LBD binder	Mdm2 MdmX PPI	tim10-1 inh	CHOP UPR activ
O=C(CCc1nc(-c2ccccc2)no1)Nc1cccc(C(=O)NC2CC2)c1	-11	-2	-7	13	1	1	2	-13	0.2
Cc1ccc(NS(=O)(=O)c2cccc(C(=O)N/N=C/c3c(C)nn(-c4ccccc4)c3N3CCCC3)c2)c(C)c1	21	0	7	10	-2	5	35	15	0.1
Cc1cc(C)nc(OC(=O)c2c(Cl)cc(Cl)cc2Cl)n1	36	2	22	13	0	0	16	44*	-0.8
CCN1CCN(c2cc(C)c3cc(NC(=O)c4ccc(C)c(C)c4)ccc3n2)CC1	22	-2	-3	21	6	-3	67*	28	2.6
COc1ccc(C2/C=C\CC(NS(=O)(=O)c3ccc(C)cc3)CC(=O)N2Cc2ccccc2F)cc1 (stereo not given)	28	·	-14	·	0	-11	27	8	1.4
CN(c1ccc(C(=O)N2CCCCCC2)cc1)S(=O)(=O)c1ccc(Cl)cc1	20	-1	3	11	-8	4	27	-2	-0.4
O=C(CSc1nnc2c(n1)[nH]c1ccc(F)cc12)NCc1ccc(F)cc1	-20	-1	-8	15	0	10*	37	-12	0.6
CC1(C)COCN1C(=O)c1ccc(Cl)c(Cl)c1	-2	-3	-10	18	0	-1	-1	1	3.0
CN(C(=O)CC1C(=O)NCCN1Cc1c(F)cccc1Cl)C1CCOCC1 (stereo not given)	3	9	2	7	-2	0	6	-10	-1.4
CC(C)(C)OC(=O)N1CCCC(C(=O)Nc2cccc(C(=O)N3CCCC3)c2)C1 (stereo not given)	16	-2	-3	5	3	-2	0	10	0.4
CC(O)CCC(=O)NNC1=CC(=O)CC(C)(C)C1 (stereo not given)	-6	-1	-1	3	-2	·	-9	11	0.3
N#CCSc1nc(-c2ccccc2)nc2ccccc12	13	0	4	13	3	0	17	7	1.9
COc1ccc2c(Cl)c(C(=O)NC3CCS(=O)(=O)C3)sc2c1 (stereo not given)	0	2	-7	9	-1	-1	-35	5	1.5
CC(=O)C1=C(C)N(Cc2ccccc2)C(=O)N[C@H]1c1cccc(F)c1	8	7	3	9	0	-1	13	10	-1.3
CSc1nnc(-c2ccccc2Cl)n1N	7	2	-12	4	-2	-2	0	-6	-1.8
COc1cc(C2Nc3cccc4cccc(c34)N2)ccc1OC(C)=O	29	4	37	4	4	3	17	41*	5.5
Cc1c(Cl)cccc1NC(=O)C(=O)NNS(=O)(=O)c1ccc(F)cc1	19	-3	10	4	-4	1	-3	10	2.0
O=C(NCC1CCCN(C(=O)c2cscn2)C1)c1ccc(-c2ccccc2)cc1 (stereo not given)	17	-4	17	0	-2	0	-15	27	0.6
Cc1ccnc(NC(=O)c2cccc(S(=O)(=O)N3CCCc4ccccc43)c2)c1	27	-6	-7	18	-5	-5	-73	30	2.9
COc1ccccc1Cn1c(=O)oc2ccc(C)cc21	23	-5	-3	-15	-3	-2	4	5	3.5
Cc1ccccc1OCc1nc2c3cnn(C)c3ncn2n1	26	-2	-10	18	3	4	-14	20	4.4
Cc1cc(C(=O)Nc2ccc3c(c2)CCC3)c2ccccc2n1	-10	-4	1	27	-5	-1	19	0	0.3
COc1cc(-c2noc(C)c2C#Cc2ccccn2)cc(OC)c1OC	18	5	5	22	9	5	65*	12	-0.5
O=C(O)/C(=C1\OC(=O)c2ccccc21)c1ccccc1	12	-3	-1	1	-1	0	11	-3	-2.8
CC(C)C1Nc2ccc(C(=O)O)cc2C2C=CCC21 (stereo not given)	23	1	0	1	-1	1	5	18	-1.9

Overlap with the part before: 2 entries, followed by the next part.
SMILES	tim23-1 inh	APJ agonist	TIM10 inh	NLRP3 yeast inh	UPR XBP1 act	NR3A LBD binder	Mdm2 MdmX PPI	tim10-1 inh	CHOP UPR activ
O=C(O)/C(=C1\OC(=O)c2ccccc21)c1ccccc1	12	-3	-1	1	-1	0	11	-3	-2.8
CC(C)C1Nc2ccc(C(=O)O)cc2C2C=CCC21 (stereo not given)	23	1	0	1	-1	1	5	18	-1.9
CC/C(C)=N/Nc1cccc([N+](=O)[O-])c1	-58	0	27	16	1	-3	13	27	-0.4
COC(=O)c1ccc(N2CCN(c3ccccc3)CC2)nc1	4	-1	-10	35	5	1	-34	-10	5.7
CC(=O)NC(=S)Nc1cc(C(F)(F)F)ccc1N1CCOCC1	32	1	22	3	1	1	9	21	0.2
CN(C1=C(N2CCOCC2)C(=O)c2ccccc2C1=O)c1ccccc1	42	1	12	34	-1	-2	26	45*	1.4
COc1ccc(/C=C/c2nc3cc(-c4ccccc4)ccc3o2)cc1O	33	0	23	19	39*	17*	10	6	45*
Cc1ccc(-n2c(SCC(=O)N/N=C/c3ccc(C)s3)nnc2-c2ccccc2)cc1	12	5	14	9	-2	-11	-3	36	0.9
OCC1(Cc2cccc(Cl)c2)CCCN(Cc2cnn(-c3ccccc3)c2)C1 (stereo not given)	7	-6	16	5	-1	0	3	5	0.8
CCC(=O)Oc1ccc(NC(=O)c2ccco2)cc1	14	1	-8	6	0	0	11	3	1.4
NNC(=S)NC1CC2CC1C1C=CCC21 (stereo not given)	43	-11	12	30	-3	0	-12	29	0.2
O=C(N/N=C/c1c[nH]c2ccccc12)c1sc2ccccc2c1Cl	39	-1	25	27	1	35*	-37	-24	4.5
Cc1ncsc1C(=O)Nc1nc2c(s1)CC(C)CC2 (stereo not given)	48	-2	21	14	1	0	-128	28	3.6
CSc1ccc(/C=N/NC(=O)CNc2cccc3ccccc23)cc1	23	7	32	11	-1	19*	27	32	-1.2
COc1ccc(CNS(=O)(=O)c2cc(-c3cc(C)no3)ccc2C)cc1OC	9	2	1	10	-2	1	21	9	3.0
CN(C)C(=O)CCC(=O)N1CCCC(C(=O)c2ccc3c4c(cccc24)CC3)C1 (stereo not given)	22	-3	18	18	1	-1	-25	15	-0.1
COc1ccc(-c2c(-c3ccc(OC)cc3O)nc(C)nc2C(F)(F)F)cc1	2	-3	9	17	2	5	8	-5	-3.0
O=C(CSc1cccc[n+]1[O-])Nc1ccc(Br)cc1Br	-8	-4	-7	4	0	-1	15	-5	0.1
O=c1c2cc(N3CCOCC3)ccc2[nH]c(=S)n1Cc1ccco1	14	-2	-2	-1	1	-4	25	33	1.4
Cn1c(SCC(=O)NN2C(=O)NC(C)(c3ccccc3)C2=O)nnc1-c1ccncc1 (stereo not given)	3	0	12	-3	-3	0	-8	-11	0.7
COc1ccc(S(=O)(=O)N(Cc2ccccc2)Cc2nc(-c3ccccc3)no2)cc1	13	-2	-8	16	-3	1	19	15	-0.1
O=[N+]([O-])c1cccc(/C=N/NS(=O)(=O)c2ccccc2)c1	14	-10	1	-2	2	5	-7	12	-1.5
COC(=O)c1cc(NS(=O)(=O)c2ccc3c(c2)c(=O)n(C)c(=O)n3C)cc(C(=O)OC)c1	-7	-2	-5	5	0	-17	23	-4	-1.4
COCCNC(=O)NC(=O)COC(=O)c1cccn1C	-2	-1	6	19	-1	1	-16	0	0.6
CSCCC(NC(=O)c1ccco1)C(=O)NCC1CCCO1 (stereo not given)	3	0	-2	0	0	-2	17	-15	0.4
COC(=O)C(C)(C(=O)OC)c1ccc(C(F)(F)F)cc1[N+](=O)[O-]	15	-2	-9	5	3	1	7	17	-1.1
CC1CCN(C(=O)COC(=O)c2ccc(F)c(S(=O)(=O)N3CCOCC3)c2)CC1	14	11	4	-3	-1	0	-10	1	2.4
Cc1ccc(N(C(=O)c2csnn2)C(C(=O)NC(C)(C)C)c2ccncc2)cc1 (stereo not given)	-7	5	-2	3	-3	-1	8	-7	0.0
CC(=O)Nc1ccc(C(=O)CCl)cc1	31	0	20	-32	-9	0	67*	2	-6.7
Cc1ccc(C(OCCN(C)C)c2cccc(C(F)(F)F)c2)cc1 (stereo not given)	17	-4	13	19	0	-1	24	3	1.1

Only NLRP3 yeast inh and NR3A LBD binder (five entries from above):
structure	NLRP3 yeast inh	NR3A LBD binder
COCCNC(=O)NC(=O)COC(=O)c1cccn1C	19	1
CC(=O)Nc1ccc(C(=O)CCl)cc1	-32	0
CC(=O)NC(=S)Nc1cc(C(F)(F)F)ccc1N1CCOCC1	3	1
O=c1c2cc(N3CCOCC3)ccc2[nH]c(=S)n1Cc1ccco1	-1	-4
CC1CCN(C(=O)COC(=O)c2ccc(F)c(S(=O)(=O)N3CCOCC3)c2)CC1	-3	0

Five compounds already listed, ordered by heavy-atom count, smallest number first:
SMILES	tim23-1 inh	APJ agonist	TIM10 inh	NLRP3 yeast inh	UPR XBP1 act	NR3A LBD binder	Mdm2 MdmX PPI	tim10-1 inh	CHOP UPR activ
COC(=O)c1ccc(N2CCN(c3ccccc3)CC2)nc1	4	-1	-10	35	5	1	-34	-10	5.7
CC(=O)NC(=S)Nc1cc(C(F)(F)F)ccc1N1CCOCC1	32	1	22	3	1	1	9	21	0.2
O=c1c2cc(N3CCOCC3)ccc2[nH]c(=S)n1Cc1ccco1	14	-2	-2	-1	1	-4	25	33	1.4
COc1ccc(-c2c(-c3ccc(OC)cc3O)nc(C)nc2C(F)(F)F)cc1	2	-3	9	17	2	5	8	-5	-3.0
Cc1ccc(-n2c(SCC(=O)N/N=C/c3ccc(C)s3)nnc2-c2ccccc2)cc1	12	5	14	9	-2	-11	-3	36	0.9
